# Yeast tox – Inhibitors of S. cerevisiae growth, toxicity | S. cerevisiae wild-type growth, A595 turbidity, 16 h | growth inhibition, % at 25 µM (by protocol) | 30,000 compounds, 0.3% hits | AID 685;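 active means mutant and wild-type yeast strains alike exhibit over 30% growth inhibition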;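 further: 0% = untreated cell controls and 100% = YPD media blanks without cells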
#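 Test system: Wild-type and eIF2Bepsilon-R284H mutant S. cerevisiae, screened separately | Dosing: Single 25 µM compound dose in 0.2% DMSO | Schedule: 16 h compound exposure during growth at 30 °C | Detection: A595 turbidity | Evaluation: Growth inhibition (%) versus cell controls and blanks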
# eIF2B yeast act – modulators of yeast eIF2B activity. inhibition, % at 25 µM (by protocol). 27,000 compounds, 0.91% hits. S. cerevisiae eIF2B-epsilon R284H, GCN4-lacZ luminescence;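 active means mutant luminescence inhibited past about 50% while wild type luminescence and mutant growth stay under set limits, limit read from the data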; further: some compounds called inactive have numbers as strong as hits
#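 Times: 16 h growth with compound at 30 °C, 90 min Beta-Glo step; Assay system: yeast eIF2B-epsilon R284H mutant carrying GCN4–beta-galactosidase fusion; Measure: % inhibition of reporter signal and growth versus controls; Dosing: one concentration, 25 µM, 0.25% DMSO; Buffer or medium: YPD yeast growth medium; Measured by: Beta-Glo luminescence plus absorbance at 595 nm.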
# Yeast tox inhibition % – also measured in Yeast tox; calls as there; growth inhibition, %; S. cerevisiae eIF2Bepsilon-R284H mutant growth, A595 turbidity, 16 h;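 each compound tested once at 25 µM; 0% equals untreated cells and 100% equals cell-free medium blanks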
# eIF2B yeast act mutant toxicity – further read-out of eIF2B yeast act, marked with its call; growth inhibition, %; measured here: mutant yeast growth, toxicity;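 each compound tested once at 25 µM; zero equals untreated control growth and 100 equals blank medium absorbance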
# The depositor's hits bear a star; . = no result given. This is a subset. The share of hits here may be higher or lower than overall.
nr	smiles	Yeast tox	eIF2B yeast act mutant toxicity	Yeast tox inhibition %	eIF2B yeast act
1	Cc1ccc(S(=O)(=O)Nc2ccc3c(c2)nc2n3CCN(Cc3ccccc3)C2)cc1	5	-2	-2	16
2	O=C(NNC1=C(C(=O)C(F)(F)F)CCC1)c1cccc(Cl)c1	2	.	8	.
3	CCCn1c2c(c(O)c(C(=O)Nc3nccs3)c1=O)CCCC2	-11	.	0	-5
4	Cc1onc(-c2c(Cl)cccc2Cl)c1C(=O)NCCc1ccc(S(N)(=O)=O)cc1	-2	11	11	5
5	O=C(NCCCn1ccnc1)c1cnn2c1NC(c1ccccc1)CC2C(F)(F)F (stereo unspecified)	.	.	.	-2
6	CCN1CCN(C(=S)Nc2ccc(Cl)cc2)CC1	0	-10	-10	-1
7	Cc1[nH]c2ccccc2c1SCC(=O)O	5	2	2	12
8	CCOC(=O)c1c(C)c(C(=O)Nc2ccc3c(c2)OCCO3)c(C)n1C	-16	-47	-47	-13
9	CC(C)=CC(=O)OCC(=O)NC(=O)NC(C)(C)C	-9	12	12	-42
10	COc1cc(CC(=O)N2CCc3ccccc32)cc(OC)c1OC	12	7	7	12
11	C=CCc1ccccc1OCC(O)CN1CCN(c2ccc(OC)cc2)CC1 (stereo unspecified)	20	4	4	23
12	N#CCCN(C(=O)Nc1ccc(Cl)cc1)c1ccccc1	8	14	14	11
13	COc1ccc(NC(=O)c2cc3n(n2)C(C(F)(F)F)CC(c2ccco2)N3)cc1 (stereo unspecified)	.	.	.	34
14	CCOC(=O)C1=C(N)N(c2ccccc2)C(=O)C1	8	-5	-5	-17
15	CC(C(=O)Nc1ccc(N2CCOCC2)cc1)N1C(=O)c2ccccc2C1=O (stereo unspecified)	25	11	11	16
16	O=C(CN1CCc2ccccc2C1)Nc1ccc(Br)cc1	38	5	5	22
17	O=C(Nc1cccc(C(F)(F)F)c1)C1CCN(S(=O)(=O)c2cnc[nH]2)CC1	9	17	17	16
18	Cc1ccc(NC2=NC(=S)N(CC#N)C23CCCCC3)cc1	-5	7	7	31
19	O=c1c2c(nc3c(-c4cccc(Br)c4)c[nH]n13)CCCC2	11	-23	-23	-11
20	CCOC(=O)N1CCOCCOCCN(C(=O)OCC)CCOCC1	0	3	3	14
21	CCCCCCOC(=O)CCn1[nH]c(=O)c2ccccc2c1=O	.	.	.	-6
22	COc1ccc2[nH]c(=O)c(CN(CCN3CCCC3)C(=O)Nc3ccccc3Cl)cc2c1	-7	6	6	-3
23	CCOc1cc(S(=O)(=O)N2CCN(Cc3ccccc3)CC2)ccc1Br	-25	-8	-8	6
24	COc1ccccc1C1(CC(=O)N2CCCCC2)CCOC(C(C)C)C1 (stereo unspecified)	2	9	9	13
25	Cc1ccc(N2CC(C(N)=O)CC2=O)cc1 (stereo unspecified)	20	11	11	17
26	CC(=O)Nc1cccc(NS(=O)(=O)Cc2ccc(Cl)cc2)c1	9	5	5	10
27	O=c1c(-c2ccnn2-c2ccccc2F)cnc2n1CCS2	16	.	0	19
28	COc1ccc2nc(C(F)(F)C(F)(F)F)c(C#N)c(N)c2c1	28	.	13	.
29	Cc1cccc(C)c1N1CCc2cn[nH]c21	4	-5	-5	13
30	CC1=C(C(=O)OCC(C)C)C(c2ccsc2)NC(=O)N1 (stereo unspecified)	14	.	21	.
31	CCN(CC)C(=O)CSC1=Nc2ccccc2C2=NC(c3ccccc3)C(=O)N12 (stereo unspecified)	1	.	10	.
32	CCn1c(Cc2cccc3ccccc23)nnc1SCC(=O)Nc1nccs1	.	.	.	-18
33	CC1(C)Cc2ccccc2-c2nc(CN3CCOCC3)[nH]c(=O)c21	20	.	4	.
34	O=C(C1COc2ccccc2O1)N1CCc2ccccc2C1 (stereo unspecified)	13	.	-10	.
35	Cc1ccc(-c2noc(C3CCCCC3)n2)cc1	3	-10	-10	-2
36	CC(C)c1ccc(NC2(C#N)C(=O)Nc3ccccc32)cc1 (stereo unspecified)	33	-5	-5	10
37	CCO/C(C)=C1\C(=O)N(CC)c2ccccc21	-21	14	14	40
38	O=C(CNC(=O)c1ccc(Cl)cc1Cl)NCCCn1ccnc1	23	3	3	24
39	CCN(CC)CCN1C(=O)c2oc3ccccc3c(=O)c2C1c1ccc(C)cc1 (stereo unspecified)	-9	.	-21	.
40	CCOC(=O)C1CCN(C(=O)c2cc(OCC)c(OCC)c(OCC)c2)CC1	.	.	.	-30
41	Cc1ccc(NC(=O)CC2SC3=NCCN3C2=O)cc1 (stereo unspecified)	-11	11	11	12
42	CC(=O)N1CCc2cc(S(=O)(=O)NC(CC(C)C)C(=O)Nc3ccc4c(c3)OCCO4)ccc21 (stereo unspecified)	6	5	5	18
43	O=C(CCOc1ccccc1)NCc1ccccc1	6	-7	-7	-26
44	COc1ccc2c(c1)c(=O)cc(C)n2CC(=O)NCc1ccco1	20	21	21	27
45	COc1ccc(/C(O)=C2/C(=O)C(=O)N(Cc3cccnc3)C2c2ccco2)cc1OC (stereo unspecified)	15	.	0	.
46	CCOC(=O)c1c(N)sc2c1CCC(C)C2 (stereo unspecified)	0	-11	-11	15
47	O=C(CS(=O)(=O)Cc1ccccc1)Nc1nc2ccccc2s1	-22	-14	-14	4
48	Cc1ccsc1C1C2=C(CCCC2=O)Nc2ncnn21 (stereo unspecified)	.	.	.	-13
49	CCC(=O)N(CCC(c1ccccc1)c1ccco1)Cc1cccs1 (stereo unspecified)	-8	-38	-38	23
50	Cc1ccc(C)n1NC(=O)c1ccccc1	-4	-14	-14	13
51	COc1ccc(CNC(=O)CN2C(=O)C3CCCN3c3ncc(Cl)cc32)cc1 (stereo unspecified)	12	.	0	12
52	COc1ccc(Cl)cc1CN1CCN(c2nc(C)cc(C)c2C#N)CC1	-14	.	0	2
53	CN(c1ccc(C(=O)NCc2ccccc2)cc1)S(C)(=O)=O	-1	4	4	8
54	Cc1nn(-c2ccccc2)c2sc(C(=O)N3CCc4ccccc4C3)cc12	-14	-3	-3	24
55	Cc1cc(C)n(CC(O)Cn2c(C)c(C)c3ccccc32)n1 (stereo unspecified)	9	.	24	.
56	O=S(=O)(Nc1ccc(N2CCOCC2)cc1)c1ccccc1	4	.	15	.
57	O=C(O)CCCCCNC(=O)c1cccc(Br)c1	-5	-11	-11	19
58	CCC(=O)NCCN1CCN(C(=O)CC)CC1	.	.	.	11
59	CSc1nsc(SCC(=O)Nc2ccc3c(c2)OCCO3)n1	20	11	11	16
60	Cc1ccnc2nc(C(=O)NCc3cccs3)nn12	4	-14	-14	30

# Single values from the list.
# Result for compound 17 under eIF2B yeast act: 16
# Result for compound 4 under Yeast tox: -2

# Full records, looked up by structure. Screens in order: Yeast tox | eIF2B yeast act mutant toxicity | Yeast tox inhibition % | eIF2B yeast act
# Listed for `Cc1ccc(-c2noc(C3CCCCC3)n2)cc1` = 3 | -10 | -10 | -2
# Listed for `Cc1ccc(S(=O)(=O)Nc2ccc3c(c2)nc2n3CCN(Cc3ccccc3)C2)cc1` = 5 | -2 | -2 | 16
# Listed for `Cc1cc(C)n(CC(O)Cn2c(C)c(C)c3ccccc32)n1` (stereo unspecified) = 9 | . | 24 | .
# Listed for `CCN(CC)CCN1C(=O)c2oc3ccccc3c(=O)c2C1c1ccc(C)cc1` (stereo unspecified) = -9 | . | -21 | .
# Listed for `CCOC(=O)c1c(N)sc2c1CCC(C)C2` (stereo unspecified) = 0 | -11 | -11 | 15

# Next structures.
nr	smiles	Yeast tox	eIF2B yeast act mutant toxicity	Yeast tox inhibition %	eIF2B yeast act
61	COc1cccc(C2/C(=C(\O)c3ccc(OC)c(OC)c3)C(=O)C(=O)N2c2cc(C)on2)c1 (stereo unspecified)	-7	2	2	20
62	CCc1ccc(NC(=O)CSc2nnc(-c3ccccn3)n2C)cc1	-8	19	19	12
63	Nc1ccc(CC2SC(=O)NC2=O)cc1 (stereo unspecified)	14	8	8	0
64	CCC1SC2=NC(C)=C(C(=O)OCCOC)C(/C=C/c3ccccc3OC)N2C1=O (stereo unspecified)	-29	-14	-14	-28
65	O=C(CN(CCc1ccccc1)C(=O)Cn1nnc(-c2cccs2)n1)NCc1ccco1	12	.	0	-16
66	Cc1ccc2cc(CN(CCCO)S(=O)(=O)c3cccc4nsnc34)c(=O)[nH]c2c1C	15	5	5	15
67	Cc1ccc(/C(=N\O)c2oc3c(C)c4oc(=O)cc(C)c4cc3c2C)cc1	-3	-39	-39	27
68	O=c1cc(NCc2ccccc2)c2ccccc2o1	-19	-8	-8	18
69	O=C(CNS(=O)(=O)c1ccc(Br)s1)N1CCC(N2CCCCC2)CC1	5	-5	-5	20
70	CCOc1ccc(C(F)(F)F)cc1NC(C)=O	22	19	19	17
71	CC1Cc2ccccc2N1C(=O)CSc1nc2cc3c(cc2cc1C#N)OCO3 (stereo unspecified)	-3	-11	-11	-12
72	COc1ccc(CCNC(=O)CSC2=Nc3ccccc3C3=NC(C(C)C)C(=O)N23)cc1OC (stereo unspecified)	5	3	3	-13
73	O=C1CC(c2ccccc2)CC2=C1C(c1ccccn1)Nc1ccccc1N2 (stereo unspecified)	6	.	10	.
74	O=C(C1CCN(S(=O)(=O)c2cccc3nsnc23)CC1)N1CCc2ccccc2C1	-10	11	11	7
75	CCCCCn1c(=NC(C)=O)c(C#N)cc2c(=O)n3ccccc3nc21	7	-2	-2	17
76	CC(C)(C)NC1=CC(=O)OC12CCCCC2	14	-8	-8	14
77	COc1cccc(N2CC(C)Cn3c2nc2c3c(=O)n(CCN3CCOCC3)c(=O)n2C)c1 (stereo unspecified)	3	8	8	16
78	CC(=O)Nc1ccc(S(=O)(=O)NCC(C)NS(=O)(=O)c2ccc(NC(C)=O)cc2)cc1 (stereo unspecified)	8	10	10	23
79	Cc1nnc(SCC(=O)c2c(N)n(C)c(=O)n(C)c2=O)[nH]c1=O	-10	8	8	2
80	Cc1ccc2cccc(S(=O)(=O)N3CCN(c4cccc(Cl)c4)CC3)c2n1	-2	9	9	18
81	CN(C)c1ccc(NC(=O)Cn2ncn3c(cc4ccccc43)c2=O)cc1	-9	-7	-7	8
82	CCN(CC)C(=O)C1=C(C)NC(=O)NC1c1c(F)cccc1Cl (stereo unspecified)	.	.	.	3
83	CC(=O)Nc1ccc(S(=O)(=O)Nc2nc3ccccc3nc2N2CCCCCC2)cc1	9	5	5	-33
84	COc1ccc(C(O)c2nc3ccccc3n2C)cc1OC (stereo unspecified)	-8	-10	-10	-2
85	COc1ccc(COC(=O)C2=C(C)NC(=O)NC2c2ccc(O)c(OC)c2)cc1 (stereo unspecified)	7	10	10	21
86	Clc1ccc(Nc2nc(-c3ccncc3)cs2)cc1	-30	6	6	29
87	CCC(=O)N(Cc1cc(=O)[nH]c2ccccc12)c1cccc(C)c1	-20	.	-7	51*
88	CC(=O)N1N=C(c2ccncc2)OC12CCCC2	30	13	13	18
89	COC(=O)CSc1nnc(-c2ccc3c(c2)OCO3)n1C	6	5	5	-6
90	COc1cccc(NC(=O)c2ccn(C)n2)c1	-4	.	-7	.
91	CCOc1ccc(C2OC34CCCCC3C(C#N)(C#N)C2(C#N)C(=N)O4)cc1OC (stereo unspecified)	12	-11	-11	8
92	COc1ccc(OC)c(NC(=O)CSc2nnc(C3CCCCC3)n2-c2ccccc2)c1	-11	.	0	15
93	Cc1ccc(S(=O)(=O)N(C)CC(=O)Nc2ccccc2)cc1	-1	14	14	14
94	Cc1cc(N2CCN(c3ccccc3)CC2)nc(-c2ccccc2)n1	9	4	4	8
95	COCCn1c(SCC(=O)Nc2ccc(S(=O)(=O)N(C)C)cc2)nc2ccccc21	4	.	12	.
96	CC1(C)CC(C2N3CC4(C)CN2CC(C)(C3)C4=O)CCO1 (stereo unspecified)	0	8	8	-2
97	Cn1c(=O)c2c(ncn2CC(=O)N2CCN(c3ccc(F)cc3)CC2)n(C)c1=O	6	-16	-16	6
98	COC(=O)c1ccccc1NC(=O)CSc1nc(-c2ccco2)cc(C(F)(F)F)n1	-5	.	10	66*
99	CCC(C)NC(=O)C1c2ccccc2C(=O)N(c2ccc(OC)cc2)C1c1ccc(OC)cc1 (stereo unspecified)	21	.	11	.
100	Nc1nonc1-c1nc2ccccc2n1CC(=O)N1CCN(c2ccc(F)cc2)CC1	1	.	-7	.
101	CC1(C)Cc2c(sc3ncn4nc(-c5ccco5)nc4c23)CO1	-22	-3	-3	35
102	CC(c1ccco1)N(C(=O)c1ccc(S(=O)(=O)N2CCCCC2)cc1)c1ccccn1 (stereo unspecified)	14	-2	-2	5
103	COc1ccc2c(c1)c(C(C)=O)c(C)n2-c1ccccc1	18	.	18	.
104	CCCCCNC(=O)c1cc(S(=O)(=O)N2CCCCC2)ccc1F	-19	-4	-4	14
105	COC(=O)CC1=NC(=O)CS1	6	3	3	8
106	O=C(CSc1nc2ccc(NC(=O)CSc3nnnn3Cc3ccccc3)cc2s1)Nc1ccccc1	-47	-14	-14	4
